Source: PubChem BioAssay
CHRM1 agonist – human M1 muscarinic receptor agonists, primary screen, Fluo-8 calcium fluorescence, CHO-K1 cells, HTS | 360,000 compounds, 0.33% hits | Muscarinic acetylcholine receptor M1 (Homo sapiens), P11229 | CHO-K1 hM1, agonist mode; 0% DMSO, 100% acetylcholine EC100 | activation, % at 3 µM | AID 588814, 2011;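 active = activation above the run's mean compound activation plus 3 SD, cut at about 16% in these data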;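 note: peak over basal fluorescence ratio within a 140 s kinetic read after compound addition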
CHO-K1 Ca antag – counter-screen for M1 antagonists: effect in parental CHO-K1 cells; inhibition, % at 3 µM; 360,000 compounds, 0.6% hits; ATP-induced calcium, Fluo-8 fluorescence; AID 602250;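 active = inhibition above a per-plate cutoff, the plate's mean sample inhibition plus 3 SD, cut at about 24% in these data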;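 note: 0% = DMSO plus EC80 ATP and 100% = DMSO alone without ATP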
M1 ag parental – counter-screen for M1 agonists: effect in parental CHO-K1 cells | Fluo-8 calcium fluorescence; scaled to maximal ATP response, vehicle zero | activation, % at 3 µM | 360,000 compounds, 0.48% hits | AID 602248, 2012; in the data active = activation above about 15%;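 note: untransfected CHO-K1 host cells lacking M1 receptor as counterscreen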
CHO parental Ca – ATP-evoked calcium signal inhibitors, parental CHO, primary screen, counter-screen for OX1R antagonist project, cell-based, fluorescence, Fluo-8 calcium dye; parental CHO-K1, ATP-induced calcium, Fluo-8 fluorescence; inhibition, % at 5.6 µM; 330,000 compounds, 0.63% hits; AID 463079, 2010;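 active = inhibition above that plate's mean sample inhibition plus 3 SD, cut at about 26% in these data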;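 note: 0% = ATP-challenged DMSO wells and 100% = DMSO wells without ATP; some compounds past the cut are filed as inactive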
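Assay system: parental CHO cells; Read-out basis: percent inhibition of ATP-evoked calcium rise, normalized to controls; Benchmarks: ATP and no-ATP DMSO wells; Compound dosing: single nominal dose of 5.6 µM per compound; Signal: Fluo-8 calcium dye fluorescence; Also added: ATP as calcium-mobilizing challenge; Repeats: singlicate.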
M1 PAM – human M1 muscarinic receptor positive allosteric modulators, primary screen, CHO-K1 cells, Fluo-8 calcium fluorescence, 1536-well; 360,000 compounds, 0.088% hits; activation, % at 3 µM; CHO-K1 hM1, ACh EC20; 0% = ACh EC20, 100% = maximal ACh; AID 588819, 2011; Muscarinic acetylcholine receptor M1 (Homo sapiens), P11229; in the data active = activation above about 19%, passing the limit was not always enough
OXTR potentiate – human OXTR potentiators, primary screen, fluorescence, CHO-OTR cells, Fluo-8 calcium. Oxytocin receptor (Homo sapiens), P30559. Fluo-8 calcium fluorescence, potentiator mode; 0% = oxytocin EC15, 100% = EC100. activation, % at 3 µM. 320,000 compounds, 0.061% hits;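 active = activation above that plate's cutoff, the mean activation of tested compounds plus 3 SD, cut at about 6.6% in these data, passing the limit was not always enough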;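 note: 100% uses oxytocin at 75 nM as the full agonist control; some results filed as inactive read as strong as hits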
Target sequence (P30559 whole entry, looked up): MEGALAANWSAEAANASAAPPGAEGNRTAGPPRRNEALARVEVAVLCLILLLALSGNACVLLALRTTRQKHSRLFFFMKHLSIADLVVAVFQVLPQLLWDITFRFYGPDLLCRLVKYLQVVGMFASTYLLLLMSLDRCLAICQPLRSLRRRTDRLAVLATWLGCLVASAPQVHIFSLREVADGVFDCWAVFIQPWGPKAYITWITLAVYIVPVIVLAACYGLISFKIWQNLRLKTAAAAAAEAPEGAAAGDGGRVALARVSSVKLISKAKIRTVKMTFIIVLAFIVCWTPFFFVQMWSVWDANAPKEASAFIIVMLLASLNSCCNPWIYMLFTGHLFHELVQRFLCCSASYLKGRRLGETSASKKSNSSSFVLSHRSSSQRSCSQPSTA
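Material: CHO-OTR cells, human receptor; compound dosing: single dose, 3.0 µM nominal final compound concentration; schedule: 6 min compound pre-incubation at room temperature, 100 s kinetic read; measured by: kinetic Fluo-8 calcium fluorescence; read-out basis: % activation vs EC15 and EC100 oxytocin; controls: EC15 oxytocin alone as 0%, 75 nM oxytocin as 100%; replicates: singlicate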
M1 antag – human M1 muscarinic receptor antagonists, primary screen, CHO-K1 cells, Fluo-8 calcium fluorescence, 1536-well; Muscarinic acetylcholine receptor M1 (Homo sapiens), P11229; CHO-K1 hM1, ACh EC80 antagonist; inhibition, % at 3 µM; 360,000 compounds, 1.3% hits; AID 588852, 2011;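 active = percent inhibition above its own plate's cutoff, namely the mean of that plate's compound wells plus 3 SD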;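 note: peak over basal fluorescence ratio during 140 s after agonist addition; 0% = ACh EC80 plus DMSO and 100% = DMSO alone without agonist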
CHRM4 agonist – human M4 muscarinic receptor agonists, primary screen, CHO-K1 cells, Fluo-8 calcium fluorescence. Muscarinic acetylcholine receptor M4 (Homo sapiens), P08173. CHO-K1 hM4/Gqi5; vehicle 0%, full acetylcholine response 100%. activation, % at 3 µM. 360,000 compounds, 0.14% hits;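 active = activation above the run mean over all test wells plus 3 SD, cut at about 32% in these data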;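 note: peak over basal fluorescence ratio per well then scaled between controls; 0% = DMSO wells and 100% = acetylcholine at EC100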
Target sequence (P08173 whole entry, looked up): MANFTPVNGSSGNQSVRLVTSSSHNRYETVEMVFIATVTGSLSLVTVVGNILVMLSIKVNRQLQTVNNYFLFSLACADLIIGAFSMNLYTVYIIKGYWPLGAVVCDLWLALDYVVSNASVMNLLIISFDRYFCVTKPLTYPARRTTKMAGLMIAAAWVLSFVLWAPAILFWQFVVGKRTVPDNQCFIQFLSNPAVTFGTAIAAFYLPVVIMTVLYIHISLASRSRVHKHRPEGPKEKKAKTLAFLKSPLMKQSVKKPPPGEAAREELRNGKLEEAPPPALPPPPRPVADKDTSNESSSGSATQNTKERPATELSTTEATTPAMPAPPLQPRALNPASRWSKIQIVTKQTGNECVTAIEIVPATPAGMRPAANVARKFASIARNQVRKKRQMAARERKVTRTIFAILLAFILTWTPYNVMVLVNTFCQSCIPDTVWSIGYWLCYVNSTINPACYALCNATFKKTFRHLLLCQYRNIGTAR
M4 antag – human M4 muscarinic receptor antagonists, primary screen, CHO cells, Fluo-8 calcium fluorescence. CHO-hM4 cells, ACh EC80. Muscarinic acetylcholine receptor M4 (Homo sapiens), P08173. 360,000 compounds, 0.73% hits. inhibition, % at 3 µM;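 active = inhibition above its plate's cutoff, the mean inhibition of sample wells plus 3 SD, cut at about 27% in these data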;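 note: 0% = acetylcholine EC80 with DMSO and 100% = DMSO without agonist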
An asterisk follows results filed as active.

What do the screens show for `COc1ccc(/C=C/C(=O)OCC(=O)NC2CCCC(C)C2C)cc1` (stereo not given)?
CHRM1 agonist: -4; CHO-K1 Ca antag: -11; M1 ag parental: -0.3; CHO parental Ca: -5; M1 PAM: 9; OXTR potentiate: -4; M1 antag: -10; CHRM4 agonist: 0; M4 antag: 15

What do the screens show for `CC1(C)CC(=O)C2=C(C1)N(CCN1CCOCC1)C1=C(C(=O)CC(C)(C)C1)C2c1ccc(Cl)c([N+](=O)[O-])c1`?
CHRM1 agonist: -5; CHO-K1 Ca antag: -13; M1 ag parental: -0.2; CHO parental Ca: -20; M1 PAM: 5; OXTR potentiate: -7; M1 antag: -6; CHRM4 agonist: 1; M4 antag: -1

How did O=C1C=C(c2cccc(Cl)c2)C[C@@H](c2ccc(F)cc2)C1 do in these assays?
CHRM1 agonist: -4; CHO-K1 Ca antag: -12; M1 ag parental: -0.2; CHO parental Ca: -24; M1 PAM: -1; OXTR potentiate: -7; M1 antag: -2; CHRM4 agonist: 0; M4 antag: -3

How did CC12CCC(=O)N1C(C(=O)N1CCN(S(=O)(=O)c3ccccc3F)CC1)CS2 (stereo not given) do in these assays?
CHRM1 agonist: -3; CHO-K1 Ca antag: -6; M1 ag parental: 0.5; CHO parental Ca: 2; M1 PAM: 6; OXTR potentiate: -3; M1 antag: -11; CHRM4 agonist: 1; M4 antag: -10

What do the screens show for `O=C(COC(=O)c1ccc(F)cc1Cl)NC1CCS(=O)(=O)C1` (stereo not given)?
CHRM1 agonist: 5; CHO-K1 Ca antag: 3; M1 ag parental: 0.2; CHO parental Ca: 4; M1 PAM: 7; OXTR potentiate: 2; M1 antag: -6; CHRM4 agonist: 0; M4 antag: -7

How did O=C(NCc1nnc(SCC(=O)N2CCOCC2)o1)c1cccs1 do in these assays?
CHRM1 agonist: -6; CHO-K1 Ca antag: -1; M1 ag parental: -0.3; CHO parental Ca: 6; M1 PAM: 5; OXTR potentiate: 2; M1 antag: -7; CHRM4 agonist: 0; M4 antag: 5

How did C/C(CC(=O)Nc1ccc(C)c(Cl)c1)=N\NC(=O)c1ccccn1 do in these assays?
CHRM1 agonist: 0; CHO-K1 Ca antag: -7; M1 ag parental: 7.5; CHO parental Ca: -22; M1 PAM: -3; OXTR potentiate: -7; M1 antag: 15; CHRM4 agonist: 1; M4 antag: 2

Results for COc1cccc(-c2nc(CSCC(=O)N3CCc4ccccc43)c(C)o2)c1 ?
CHRM1 agonist: -4; CHO-K1 Ca antag: -4; M1 ag parental: 0.2; CHO parental Ca: 3; M1 PAM: 11; OXTR potentiate: 5; M1 antag: -12; CHRM4 agonist: 0; M4 antag: 4

Results for CC(NC(=O)c1ccc([N+](=O)[O-])o1)C1CC2CCC1C2 (stereo not given) ?
CHRM1 agonist: -4; CHO-K1 Ca antag: 0; M1 ag parental: -0.7; CHO parental Ca: -12; M1 PAM: 6; OXTR potentiate: 1; M1 antag: -15; CHRM4 agonist: 0; M4 antag: -1

Results for O=C(Cn1cc(CCO)nn1)N1CCNCC1 ?
CHRM1 agonist: -2; CHO-K1 Ca antag: -10; M1 ag parental: -0.1; CHO parental Ca: -1; M1 PAM: -1; OXTR potentiate: 2; M1 antag: 5; CHRM4 agonist: 2; M4 antag: -7

What do the screens show for `O=C(NN1C(=O)/C(=C/c2ccc(O)c([N+](=O)[O-])c2)SC1=S)c1ccccc1Cl`?
CHRM1 agonist: 5; CHO-K1 Ca antag: -6; M1 ag parental: 3.9; CHO parental Ca: -15; M1 PAM: 7; OXTR potentiate: -9; M1 antag: -7; CHRM4 agonist: 2; M4 antag: 4

How did O=C(Nc1cccnc1)C1Cc2c(-c3cccc(F)c3)ccnc2O1 (stereo not given) do in these assays?
CHRM1 agonist: 4; CHO-K1 Ca antag: -9; M1 ag parental: 2.3; M1 PAM: 6; M1 antag: -8; CHRM4 agonist: 6; M4 antag: -6

How did C=CCN=C(NC#N)SCC(=O)c1cccc(OC)c1 do in these assays?
CHRM1 agonist: 2; CHO-K1 Ca antag: -10; M1 ag parental: 0.3; CHO parental Ca: -7; M1 PAM: 3; OXTR potentiate: 4; M1 antag: -6; CHRM4 agonist: 0; M4 antag: -1

Results for Cc1cc(C(=O)N2CCN(c3ncccn3)CC2)c2cc(F)ccc2n1 ?
CHRM1 agonist: 0; CHO-K1 Ca antag: -14; M1 ag parental: 2.4; CHO parental Ca: -10; M1 PAM: 2; OXTR potentiate: -3; M1 antag: -6; CHRM4 agonist: 6; M4 antag: -6

What do the screens show for `NNC(=O)c1ccc(COc2ccc3c(c2)CCC3)cc1`?
CHRM1 agonist: -4; CHO-K1 Ca antag: -3; M1 ag parental: -0.2; CHO parental Ca: -9; M1 PAM: 6; OXTR potentiate: -8; M1 antag: -9; CHRM4 agonist: 0; M4 antag: 5

Results for CC(=O)Oc1ccc(OC(C)=O)c2c1C1C=CC2CC1 ?
CHRM1 agonist: 1; CHO-K1 Ca antag: 0; M1 ag parental: -0.4; M1 PAM: -3; M1 antag: -13; CHRM4 agonist: 0; M4 antag: -7

Results for CC(C)OC(=O)CSc1nc2ncccc2[nH]1 ?
CHRM1 agonist: -3; CHO-K1 Ca antag: -14; M1 ag parental: 0.0; CHO parental Ca: -9; M1 PAM: 2; OXTR potentiate: -12; M1 antag: -4; CHRM4 agonist: 0; M4 antag: -1

Results for Cc1ccc(NC(=O)COC(=O)c2cccc(OC(F)F)c2)cc1S(=O)(=O)N1CCCCC1 ?
CHRM1 agonist: -2; CHO-K1 Ca antag: 9; M1 ag parental: 4.8; CHO parental Ca: 22; M1 PAM: -10; OXTR potentiate: -13; M1 antag: 16; CHRM4 agonist: 12; M4 antag: 14

Results for CCOC(=O)c1ccc(NC(=O)CSc2nc(SC)ns2)cc1 ?
CHRM1 agonist: 1; CHO-K1 Ca antag: -3; M1 ag parental: 5.8; CHO parental Ca: -14; M1 PAM: -6; OXTR potentiate: -20; M1 antag: -34; CHRM4 agonist: 9; M4 antag: -5

Results for COc1ccc(OC)c(-n2c(C)cc(/C=C3\C(=N)N4N=C(CC(=O)N5CCOCC5)SC4=NC3=O)c2C)c1 ?
CHRM1 agonist: -2; CHO-K1 Ca antag: -2; M1 ag parental: 0.6; CHO parental Ca: -12; M1 PAM: -2; OXTR potentiate: -8; M1 antag: 10; CHRM4 agonist: 1; M4 antag: -4

Results for O=C(O)C(Cc1ccc(Cl)cc1)Sc1nc2ccccc2[nH]1 (stereo not given) ?
CHRM1 agonist: -2; CHO-K1 Ca antag: 6; M1 ag parental: -0.1; M1 PAM: 15; M1 antag: -13; CHRM4 agonist: 0; M4 antag: -2

What do the screens show for `CCOC(=O)N1CCC(NC(=O)CS(=O)(=O)Cc2nc(-c3ccccc3Cl)oc2C)CC1`?
CHRM1 agonist: 0; CHO-K1 Ca antag: -23; M1 ag parental: 6.4; CHO parental Ca: -20; M1 PAM: 6; OXTR potentiate: -5; M1 antag: -8; CHRM4 agonist: 5; M4 antag: -7

Results for NC(=O)COc1ccc2cc(-c3ccc(F)cc3)c(=O)oc2c1 ?
CHRM1 agonist: -1; CHO-K1 Ca antag: 4; M1 ag parental: 1.4; CHO parental Ca: 1; M1 PAM: 12; OXTR potentiate: -6; M1 antag: -14; CHRM4 agonist: 1; M4 antag: -2

How did Cc1csc(NC(=O)CSc2nnc(-c3ccncc3)n2C)n1 do in these assays?
CHRM1 agonist: -4; CHO-K1 Ca antag: -9; M1 ag parental: 0.2; CHO parental Ca: 7; M1 PAM: 4; OXTR potentiate: -7; M1 antag: -3; CHRM4 agonist: 0; M4 antag: 6

The last 3 compounds of the section above are carried over, then new ones follow.
What do the screens show for `CCOC(=O)N1CCC(NC(=O)CS(=O)(=O)Cc2nc(-c3ccccc3Cl)oc2C)CC1`?
CHRM1 agonist: 0; CHO-K1 Ca antag: -23; M1 ag parental: 6.4; CHO parental Ca: -20; M1 PAM: 6; OXTR potentiate: -5; M1 antag: -8; CHRM4 agonist: 5; M4 antag: -7

Results for NC(=O)COc1ccc2cc(-c3ccc(F)cc3)c(=O)oc2c1 ?
CHRM1 agonist: -1; CHO-K1 Ca antag: 4; M1 ag parental: 1.4; CHO parental Ca: 1; M1 PAM: 12; OXTR potentiate: -6; M1 antag: -14; CHRM4 agonist: 1; M4 antag: -2

How did Cc1csc(NC(=O)CSc2nnc(-c3ccncc3)n2C)n1 do in these assays?
CHRM1 agonist: -4; CHO-K1 Ca antag: -9; M1 ag parental: 0.2; CHO parental Ca: 7; M1 PAM: 4; OXTR potentiate: -7; M1 antag: -3; CHRM4 agonist: 0; M4 antag: 6

How did CCOc1cc(S(=O)(=O)n2nc(C)cc2C)ccc1Br do in these assays?
CHRM1 agonist: -16; CHO-K1 Ca antag: -14; M1 ag parental: 1.7; CHO parental Ca: -22; M1 PAM: 2; OXTR potentiate: -9; M1 antag: -4; CHRM4 agonist: 1; M4 antag: 3

What do the screens show for `CCCCNC(=O)CCCn1c(=S)[nH]c2cc3c(cc2c1=O)OCO3`?
CHRM1 agonist: -4; CHO-K1 Ca antag: -5; M1 ag parental: -0.1; CHO parental Ca: -9; M1 PAM: 10; OXTR potentiate: -2; M1 antag: -8; CHRM4 agonist: 0; M4 antag: 8

What do the screens show for `COc1ccccc1NC(=S)N(CCCN1CCOCC1)Cc1ccccn1`?
CHRM1 agonist: -6; CHO-K1 Ca antag: -19; M1 ag parental: 1.1; CHO parental Ca: -6; M1 PAM: 7; OXTR potentiate: -9; M1 antag: 0; CHRM4 agonist: 0; M4 antag: 14

Results for NC(=S)NC(=O)c1ccccc1 ?
CHRM1 agonist: 0; CHO-K1 Ca antag: 3; M1 ag parental: 0.2; CHO parental Ca: -6; M1 PAM: 19; OXTR potentiate: -2; M1 antag: -18; CHRM4 agonist: 1; M4 antag: 3

Results for CCC(C)(C)n1nnnc1C(c1cc2cc(C)ccc2[nH]c1=O)N1CCCC1 (stereo not given) ?
CHRM1 agonist: -7; CHO-K1 Ca antag: 5; M1 ag parental: 0.3; CHO parental Ca: -19; M1 PAM: -2; OXTR potentiate: -11; M1 antag: -3; CHRM4 agonist: 1; M4 antag: 11

This is a random part of the collection. About 2.9% of those tested had a hit in this group.
